Runt-CBFb FRET: blocks binding of human RUNX1 Runt domain to CBFb | AID 1496 | Q01196+Q13951 | Cerulean-Runt/Venus-CBFb FRET ratio 530/480, 1 h | actives 0.46% (n = 220,000) | inhibition, % at 20 µM;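 active = inhibition over about 50% at 20 µM in the single-dose screen, limit read from the data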;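 also: 0% = DMSO wells and 100% = excess unlabeled CBFb competitor control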
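Reagent – Venus-CBFb binding partner, 100 nM · Assay system – Cerulean-tagged RUNX1 Runt domain (FRET donor) fusion protein · Input – 100 nM per protein · Incubation – two 1 h room-temperature incubations shielded from light · Measured by – FRET fluorescence · Medium – Tris buffer pH 7.5 with salts and BSA · Benchmarks – unlabeled CBFb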
TNF death inh: blocks TNF-alpha induced death of Jurkat FADD-/- cells. Jurkat FADD-/- TNF necroptosis rescue, ATP luminescence, 24 h; 0 = TNF only, 100 = no-TNF cells. activation (protection from cell death), % at 10 µM. actives 0.068% (n = 220,000). AID 463075;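 active = activation, meaning protection from cell death, of at least 50% relative to plate controls; inactive = activation below 50%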;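 also: necroptosis triggered by 40 ng/mL TNF-alpha added together with compound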
L929 necroptosis: L929 zVAD cell death inhibition; viability rescue, % at 10 µM; L929 zVAD necroptosis rescue, ATP luminescence, 24 h; with zVAD 60 µM; actives 0.38% (n = 220,000);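 active = activation, scaled between plate controls, above about 75%, limit read from the data; inactive = activation under that limit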;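 also: 0% = zVAD with DMSO and 100% = DMSO alone without zVAD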
PGE2 EP2 inh: blocks the human prostaglandin E2 receptor EP2; C6 glioma cells expressing human EP2, cAMP TR-FRET; cells stimulated with saturating PGE2; P43116; AID 1422; inhibition, % at 25 µM; actives 0.52% (n = 260,000);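 active = percent inhibition above 40 after rounding to a whole number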;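 also: rat C6 glioma host cells with rolipram phosphodiesterase inhibitor present; the protocol text gives 20 µM as final concentration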
EP2 modulator: modulators of human EP2 prostaglandin E2 receptor. P43116. EP2-expressing cells, cAMP HTRF FRET, PGE2 co-stimulation. induction, % at 25 µM. actives 0.83% (n = 260,000). AID 940;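 active = compounds whose cAMP rise, as percent of the full-agonist control response, exceeds 60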;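 also: rat C6 glioma line stably carrying human EP2 under a CMV promoter; the protocol text gives 20 µM as final concentration; 100% = response of wells given 1 µM PGE2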
Runt-SMMHC FRET: Runt domain-CBFb-SMMHC interaction inhibition | Q01196+Q13951 | Cerulean-Runt/Venus-CBFb-SMMHC FRET ratio 530/480, 1 h | inhibition, % at 20 µM | actives 0.74% (n = 220,000) | AID 1434;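 active = mean inhibition across duplicate retests at 20 µM reaching about 50%, limit read from the data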;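 also: 0% = DMSO wells and 100% = wells with excess untagged CBFb-SMMHC; inhibitors lower the FRET ratio by blocking Runt binding to CBFb-SMMHC; some results filed as inactive read as strong as hits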
Hck-Nef inh: inhibitors of human Hck kinase activated by Nef | AID 463187 | inhibition, % at 20 µM | Recombinant Hck-YEEI plus Nef, Z-Lyte FRET kinase assay | actives 0.68% (n = 220,000);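 active = Hck-Nef kinase inhibition above about 50%, limit read from the data; inactive = inhibition below that limit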;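 also: 0% = DMSO with Hck plus Nef and 100% = Hck alone without Nef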
Target sequence (P08631 whole entry, looked up): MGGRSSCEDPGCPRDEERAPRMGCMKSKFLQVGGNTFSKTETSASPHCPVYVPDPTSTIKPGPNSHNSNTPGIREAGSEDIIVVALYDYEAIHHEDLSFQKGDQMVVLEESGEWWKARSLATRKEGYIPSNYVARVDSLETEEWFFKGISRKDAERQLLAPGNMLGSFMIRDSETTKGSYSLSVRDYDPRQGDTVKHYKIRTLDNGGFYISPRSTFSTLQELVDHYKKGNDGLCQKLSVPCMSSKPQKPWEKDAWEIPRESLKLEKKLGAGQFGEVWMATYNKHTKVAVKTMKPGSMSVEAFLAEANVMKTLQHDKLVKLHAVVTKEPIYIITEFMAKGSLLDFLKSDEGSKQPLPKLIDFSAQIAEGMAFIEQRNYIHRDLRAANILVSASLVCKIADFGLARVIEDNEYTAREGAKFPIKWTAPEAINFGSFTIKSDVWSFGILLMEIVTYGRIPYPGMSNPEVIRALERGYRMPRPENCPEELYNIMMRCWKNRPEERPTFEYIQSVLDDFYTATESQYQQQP
PERK inhibitor: human PERK inhibition, primary cell-based screen | Q9NZJ5 | inhibition, % at 5.6 µM | AID 1416 | actives 0.17% (n = 220,000) | CHO PERK-DD fusion, SEAP luminescence translation reporter;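 active = inhibition above the mean inhibition of all tested compounds plus 3 SD, set separately per screening campaign, cut at about 2.9% in these data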;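 also: PERK kinase domain activated by AP20187 dimerizer at 100 nM; 0% = DMSO with dimerizer and 100% = rapamycin at 8.4 µM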
RBBP9 inhibitor: inhibitors of human serine hydrolase RBBP9; O75884; recombinant RBBP9, FP-Rh probe fluorescence polarization; inhibition, % at 7.94 µM; actives 0.2% (n = 220,000); AID 1515;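 active = inhibition above the campaign mean of all tested compounds plus 3 SD, cut at about 14% in these data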;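 also: plate controls were DMSO wells with RBBP9 for no effect and wells lacking RBBP9 protein for full effect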
Target sequence (O75884 whole entry, looked up): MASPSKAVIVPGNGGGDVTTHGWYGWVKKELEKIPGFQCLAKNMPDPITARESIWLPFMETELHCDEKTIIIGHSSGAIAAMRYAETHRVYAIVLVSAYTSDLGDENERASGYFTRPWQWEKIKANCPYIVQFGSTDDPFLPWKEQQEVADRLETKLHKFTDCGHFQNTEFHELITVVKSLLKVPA
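system = RBBP9 protein | input = RBBP9 at 2.5 µM in dispensed solution, before mixing | measured by = fluorescence polarization (mP), excitation 525 nm, emission 598 nm | incubation = enzyme-compound preincubation 30 min, then probe labeling 45 min, 25 °C | buffer or medium = Tris-NaCl-Pluronic buffer, pH 8.0 | compound = single dose 7.94 µM | also added = FP-Rh probe, 375 nM dispensing solution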
Numbers without * were called inactive; nt = not tested or not shown; & = joins results of further samples. The list is partial. The share of hits here may be higher or lower than overall.

SMILES	Runt-CBFb FRET	TNF death inh	L929 necroptosis	PGE2 EP2 inh	EP2 modulator	Runt-SMMHC FRET	Hck-Nef inh	PERK inhibitor	RBBP9 inhibitor
CCOC(=O)c1cc(NC(=O)Nc2nccs2)c(C)nc1C	-2	4.3	1.5	5	-3	-1	5	0.2	-9
CC(C)c1nnc(NC(=O)c2cc3cc(Br)ccc3oc2=O)s1	-2	2.0	0.1	10&5	-46&9	-2	10	1.2	0
O=C(O/N=C1\CCS(=O)(=O)c2sccc21)C1CC1	0	-0.3	1.2	11	11	2	14	0.4	-2
CC1(C)CC(=O)C(C2(O)C(=O)N(Cc3ccccc3)c3ccccc32)CO1 (stereo unspecified)	1	-1.0	2.2	10	0	7	8	0.6	-5
COc1ccc(C)cc1NC(=O)C(Sc1nnc(Nc2cc(C)ccc2OC)s1)c1ccccc1 (stereo unspecified)	0	3.8	1.2	7	18	2	-45	-1.2	-11
CCN(CC)c1ccc(/C=C(\C#N)C(N)=S)cc1	-18	-2.4	-0.2	5	-34	-28	25	1.8	-9
COc1cc(N=c2ssnc2Cl)c(OC)cc1Cl	34	-2.5	0.3	7	-51	40	-1	0.4	-9
COc1ccc([N+](=O)[O-])cc1NC(=O)C(C)Sc1ccc(C)cc1 (stereo unspecified)	-1	-0.1	2.3	6	5	-4	2	0.2	-8
CCOC(=O)c1cccc(NC(=S)N2CCN(c3ncc4c(=O)c(C(=O)O)cn(CC)c4n3)CC2)c1	3	3.1	0.2	8	9	4	19	1.3	2
CNS(=O)(=O)c1cccc2cccnc12	0	0.5	-0.2	12	23	-2	-5	-0.3	-9

Additional records.
SMILES	Runt-CBFb FRET	TNF death inh	L929 necroptosis	PGE2 EP2 inh	EP2 modulator	Runt-SMMHC FRET	Hck-Nef inh	PERK inhibitor	RBBP9 inhibitor
COc1cc(OC)cc(C(=O)Nc2cccc(-c3ccc4nncn4n3)c2)c1	-3	-0.7	69	10	-32	0	17	0.5	2
Cc1nn(Cc2ccc(Cl)cc2)c(C)c1NC(=O)C1CC=CCC1C(=O)O (stereo unspecified)	1	0.2	0.0	11	6	-7	3	0.4	-9
CCOC(=O)C1=C(C)NC2=C(C(=O)CCC2)C1c1ccc(O)c(OCC)c1 (stereo unspecified)	3	1.2	-0.6	2	7	4	6	0.0	-6
COCCn1c(=O)[nH]c2cc(C(=O)NC(C)C)ccc2c1=O	-1	0.1	0.5	9	-3	-3	7	1.9	-1
COc1cc(OC)cc(C(=O)NC(C(=O)NCCN(C)C)C23CC4CC(CC(C4)C2)C3)c1 (stereo unspecified)	-2	-4.8	-0.1	4	-19	3	1	-0.9	-6
CN(c1cccc(Cl)c1)S(=O)(=O)c1cccc(C(=O)NC2=NCCS2)c1	1	-0.6	0.6	12	-29	-6	1	-0.1	-2
CC(C)OC(=O)c1c(NC(=O)c2cnn3c2NC(c2ccccc2)CC3C(F)(F)F)sc2c1CCCC2 (stereo unspecified)	-3	-0.3	0.3	14	-13	-3	2	0.4	7
COCCn1c(SCCN2CCOCC2)nc2c1c(=O)[nH]c(=O)n2C	35	1.7	0.9	11	24	34	-2	0.4	-2
CC(C)(CNC(=O)c1ccc(S(=O)(=O)N2CCCC2)cc1)N1CCOCC1	0	0.7	3.7	2	17	-3	26	0.6	0
CC(=O)N1CCN(c2ccc(NC(=O)/C=C/c3ccccc3)cc2)CC1	4	0.0	-0.1	4	-12	-4	6	0.2	-4

(list continues)
SMILES	Runt-CBFb FRET	TNF death inh	L929 necroptosis	PGE2 EP2 inh	EP2 modulator	Runt-SMMHC FRET	Hck-Nef inh	PERK inhibitor	RBBP9 inhibitor
c1ccc2c3c(c(CN4CCCCC4)cc2c1)COC3	1	3.1	0.5	3	-15	0	17	0.6	1
O=C(O)CCCNc1ccc(S(=O)(=O)N2CCCCC2)cc1	-2	0.0	0.5	7&1	-35&28	1	-1	0.0	5
C=C(C)c1cccc(C(C)(C)NC(=O)N2CCCC(C)C2)c1 (stereo unspecified)	0	36	-0.9	15	15	6	13	0.1	-1
CCN=C1SC(CC(=O)Nc2ccc(C)cc2)C(=O)N1CC (stereo unspecified)	0	-1.9	0.7	9	-12	3	0	-0.6	-7
CONC(=O)Nc1ccccc1[N+](=O)[O-]	-1	-2.0	0.2	4	2	-6	2	0.9	-8
CCOc1ccc(CC(=O)Nc2sc(Cc3ccccc3)cc2C(N)=O)cc1OCC	14	-2.9	-0.2	9	15	1	-4	-0.6	-5
CCOc1ccc(NC(=O)CSc2nnc(C)n2Cc2ccccc2)cc1	-2	-1.3	-1.0	6	10	4	10	-0.8	-4
Cc1ccc(S(=O)(=O)NC(=O)Nc2cccc(C)n2)cc1	4	4.2	1.0	14	22	-5	5	0.2	3
CCOc1cnn(-c2cc(Oc3ccc(C)cc3)ncn2)c(=O)c1Cl	0	0.3	-0.3	16	-16	0	-11	-1.1	-8
O=C(COc1ccccc1)N1c2ccccc2Sc2ccccc21	0	-0.4	0.7	6	46	6	-6	0.6	-1

Additional results:
SMILES	Runt-CBFb FRET	TNF death inh	L929 necroptosis	PGE2 EP2 inh	EP2 modulator	Runt-SMMHC FRET	Hck-Nef inh	PERK inhibitor	RBBP9 inhibitor
COc1ccc(OCC(=O)NC(CC(=O)O)c2ccc(OC)c(OC)c2)cc1 (stereo unspecified)	0	0.7	1.1	3	20	0	-12	1.6	2
Cc1cc2c(cc1C)N(C(=O)CSC1=NCCS1)C(C)(C)c1ssc(=S)c1-2	-2	-3.6	0.3	5	29	-4	0	-0.7	8
CC(C)n1c(CSCc2ccc(Cl)cc2Cl)n[nH]c1=S	11	-0.5	0.1	7	19	8	24	0.9	-8
CC(=O)Nc1cn(-c2ccccc2)nc1-c1ccccc1	4	-0.4	0.0	5	-9	-3	19	0.3	-1
Cc1ccc(C(=O)n2cnnc2N)cc1C	-2	-3.6	0.7	0	7	-3	-18	1.8	-4
Cc1onc(-c2ccccc2Cl)c1C(=O)Nc1nnc(Cc2ccc(Cl)cc2)s1	0	0.2	0.2	14	34	2	0	-0.6	-9
COCC(=O)NNC(=O)c1ccccc1OC	0	-0.8	-0.3	6	11	0	22	0.8	-3
C=CCn1c(-c2cccn(Cc3ccc(Cl)cc3Cl)c2=O)n[nH]c1=S	nt	-2.7	-0.1	10	31	4	0	0.0	0
Cc1sc(NC(=O)c2ccc(F)cc2)c(CN2CCCCCC2)c1C	-4	-0.2	1.5	9	59	-2	-25	-0.5	0
Cc1ccc(CNC(=O)C2CC2c2ccccc2)cc1 (stereo unspecified)	1	1.3	nt	10	22	-1	2	1.0	-10

Five structures already listed, ordered by count of non-hydrogen atoms, lowest first:
SMILES	Runt-CBFb FRET	TNF death inh	L929 necroptosis	PGE2 EP2 inh	EP2 modulator	Runt-SMMHC FRET	Hck-Nef inh	PERK inhibitor	RBBP9 inhibitor
COCC(=O)NNC(=O)c1ccccc1OC	0	-0.8	-0.3	6	11	0	22	0.8	-3
CC(C)n1c(CSCc2ccc(Cl)cc2Cl)n[nH]c1=S	11	-0.5	0.1	7	19	8	24	0.9	-8
CC(=O)Nc1cn(-c2ccccc2)nc1-c1ccccc1	4	-0.4	0.0	5	-9	-3	19	0.3	-1
C=CCn1c(-c2cccn(Cc3ccc(Cl)cc3Cl)c2=O)n[nH]c1=S	nt	-2.7	-0.1	10	31	4	0	0.0	0
Cc1onc(-c2ccccc2Cl)c1C(=O)Nc1nnc(Cc2ccc(Cl)cc2)s1	0	0.2	0.2	14	34	2	0	-0.6	-9

Three successive compounds from above:
SMILES	Runt-CBFb FRET	TNF death inh	L929 necroptosis	PGE2 EP2 inh	EP2 modulator	Runt-SMMHC FRET	Hck-Nef inh	PERK inhibitor	RBBP9 inhibitor
CC(C)n1c(CSCc2ccc(Cl)cc2Cl)n[nH]c1=S	11	-0.5	0.1	7	19	8	24	0.9	-8
CC(=O)Nc1cn(-c2ccccc2)nc1-c1ccccc1	4	-0.4	0.0	5	-9	-3	19	0.3	-1
Cc1ccc(C(=O)n2cnnc2N)cc1C	-2	-3.6	0.7	0	7	-3	-18	1.8	-4

Continuation.
SMILES	Runt-CBFb FRET	TNF death inh	L929 necroptosis	PGE2 EP2 inh	EP2 modulator	Runt-SMMHC FRET	Hck-Nef inh	PERK inhibitor	RBBP9 inhibitor
O=C(CN1C(=O)NC2(CCCCC2)C1=O)NCc1cccs1	2	2.2	0.7	2	-5	3	1	-0.9	-14
OC[C@@H](O)[C@@H](O[C@H]1O[C@H](CO)[C@@H](O)[C@H](O)[C@H]1O)[C@H](O)[C@@H](O)CO	0	nt	nt	15	14	-3	nt	1.1	-7
CCCNC(=S)Nc1ccc(Cl)cc1Cl	-2	-1.1	1.5	4	-17	2	4	0.6	-4
COc1ccc(S(=O)(=O)N(CC(=O)N2CCN(C)CC2)c2ccc(C)cc2)cc1OC	-3	-0.4	0.7	5&10	18&15	-2	-2	-0.4	0
CN(C(=O)CSc1nnc(Nc2ccccc2)s1)C1CCS(=O)(=O)C1 (stereo unspecified)	1	-0.7	1.5	10	8	-2	7	1.0	-5
CCc1ccc2c(c1)c1nc(C)sc1n2CC	14	7.3	0.3	4	44	8	2	1.0	-7
COc1ccccc1NC(=O)Nc1nn(C)c2cccc(OC)c12	-2	0.3	6.1	12	75*	2	10	-2.3	-5
CN(c1ccccc1)S(=O)(=O)c1ccc(C(=O)Nc2nnc(C3CC3)s2)cc1	1	0.6	-0.5	7	1	-2	7	1.6	-6
CC(C)(C)NC(=O)Nc1ccccc1C(N)=O	0	-1.6	-0.2	6	22	-1	12	0.8	-6
COCCNC(=O)CN1c2ccccc2CC1C (stereo unspecified)	-3	-0.5	0.2	14	12	-64	-7	0.1	-10
CC(C)c1nc(C(=O)N2CCc3c([nH]c4ccccc34)C2c2ccccn2)cs1 (stereo unspecified)	-4	0.6	13	6	-42	2	9	-2.1	-3
